# Screens: PubChem BioAssay, National Center for Advancing Translational Sciences (NCATS)
# TSG101-PTAP inh: qHTS Assay for Iinhibitors of HIV-1 Budding by Blocking the Interaction of PTAP/TSG101. Fluorescence polarization, FITC-PTAP peptide / Tsg101 binding. Potency, µM (series often up to 115 µM), for the others: at the top dose activity change, negative = inhibition, hits mostly inhibitors. Tumor susceptibility gene 101 protein (Homo sapiens), Q99816. 340,000 tested, under 10 active; active means well fitted inhibition curve with a large enough effect in the main read-out, with a control signal flat, not every such curve was filed as active; inconclusive means small, poorly fitted or top-dose-only effect, or effect the other way, or a change in a side signal; inactive means no such curve, though single readings can be large or run the other way; further: potency means the concentration at half of the fitted maximal effect; % of control where 0% means no effect
#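 Fluorescence anisotropy tracks displacement of a FITC-tagged PTAP peptide (50 nM) from the Tsg101 binding domain (10 uM), following a 20 min room-temperature incubation at pH 7.5.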
# BRCA1 expr up: qHTS Assay to Identify Small Molecule Activators of BRCA1 Expression. MCF7-BRCA1-FFLuc reporter, luminescence, 48 h; response scale: scaled: vehicle 0%, 10 µM genistein 100%. Potency, µM (titrated, usually from 46.1 µM), inactives show at the highest dose activation, actives largely listed as activators. 380,000 tested, 1.1% active. AID 624202, 2012; further: potency means the concentration at half of the fitted maximal effect; nearly all actives have a fitted effect of over 80% in size; some results filed as inactive show a strong effect at the top dose
#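 MCF7 cells carrying a BRCA1-firefly luciferase reporter (2000 cells/well, phenol-red free MEM) were attached for 2 h at 37 °C, then given compounds for 48 h. Luminescence was read 15 min after luciferase reagent; activity normalized to genistein (10 microM) and DMSO.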
# ELG1 DNA repair: qHTS screen for small molecules that inhibit ELG1-dependent DNA repair in human embryonic kidney (HEK293T) cells expressing luciferase-tagged ELG1; HEK293T ELG1-luciferase reporter, luminescence, 16 h; DNA damage induced by 5-fluorouridine; Potency, µM (series often up to 46.1 µM), for the others: at the highest dose activity change, negative = inhibition, most hits filed as inhibitors; 330,000 tested, 2.3% active; AID 504467, 2011; further: potency means the concentration at half of the fitted maximal effect; on the % scale 0 is the no-effect control and ±100 the full control effect; nearly all actives have a fitted effect of over 55% in size
#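 Cells (2,000 per well) received 5-fluorouridine plus test compound or DMSO and were incubated 16 hr at 37 °C, 5% CO2. Luciferase activity was read by luminescence 30 min after ONE-Glo addition; signal suppression marked inhibition of damage-induced ELG1 function.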
# a7 integrin act: qHTS for Activators of Integrin-Mediated Alleviation for Muscular Dystrophy; 350,000 tested, 0.064% active; AID 624291, 2012; alpha7betagal myoblasts, beta-gal FDG fluorescence, 48 h; Potency, µM (series often up to 38.3 µM), for the others: top-dose activation, usual class: activators;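 further: potency means the concentration at half of the fitted maximal effect; 100% = response of the positive control SU9516; nearly all actives have a fitted effect of over 60% in size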
#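 Alpha7betagal+/- myoblasts (passage 13) were plated 16-24 hr, then exposed to compounds (1:260 dilution of DMSO stock) for 48 hours at 37C. After MPER lysis, β-galactosidase reporter activity was read as FDG fluorescence (ex 480/em 540) after 30 minutes.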
# p53 reactivation: qHTS assay for re-activators of p53 using a Luc reporter; Potency, µM (top dose mostly 92.2 µM), without a hit: top-dose activity change, positive = activation, most hits filed as activators; 320,000 tested, 0.063% active; AID 504706, 2011; H1299 p53-A138V BP100-luciferase reporter, luminescence, 24 h; further: potency means the concentration at half of the fitted maximal effect; % of control where 0% means no effect; nearly all actives have a fitted effect of over 45% in size
#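 H1299 (p53-null), stable ts p53-A138V + BP100-Luc; 1000 cells/well, Opti-MEM/10% FBS; cpd 4 pt, 1:5; 24 h, 37 deg C, 5% CO2; detection reagent 10 min RT; luminescence.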
# B2AR arrestin: qHTS assay of beta-arrestin-biased ligands of beta2-adrenergic receptor; Beta-2 adrenergic receptor (Homo sapiens), P07550; beta-arrestin recruitment to beta2AR, cell-based reporter; Potency, µM (series often up to 46.1 µM), for the others: at the highest dose activation, usual class: activators; 330,000 tested, 0.02% active;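 further: potency means the concentration at half of the fitted maximal effect; 0% = DMSO controls and full agonism = EC100 isoproterenol or metaproterenol; nearly all actives have a fitted effect of over 65% in size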
# TCR activator: Activators of T cell receptors: qHTS campaign. primary human leukocytes, anti-CD3, IL-2 HTRF, 48 h. Potency, µM (series often up to 9.22 µM), for the others: at the top dose activation of IL-2 secretion, usual class: activators. 330,000 tested, under 10 active; further: % of control where 0% means no effect
#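 Using a-CD3 beads without co-stimulation, primary human leukocytes were exposed to compounds for 48 hr. An HTRF IL-2 kit measured the cytokine, with europium-to-d2 energy transfer producing emission at 665nm upon 320nm excitation.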
# MLL CXXC-DNA inh: qHTS Fluorescence Polarization Assay for Inhibitors of MLL CXXC domain - DNA interaction; 290,000 tested, 0.037% active; MLL-CXXC / FITC-HOXA9 DNA fluorescence polarization; Histone-lysine N-methyltransferase 2A (Homo sapiens), Q03164; Potency, µM (doses to about 115 µM), without a hit: at the top dose activity change, negative = inhibition, actives largely listed as inhibitors; active means well fitted inhibition curve with a large enough effect in the polarisation, with a control signal flat, not every such curve was filed as active; inconclusive means small, poorly fitted or top-dose-only effect, or effect the other way, or a change in a side signal; inactive means no such curve, though single readings can be large or run the other way; the % refers to the polarisation; further: potency means the concentration at half of the fitted maximal effect
#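 Steps: dispense CXXC domain solution (7 uM) → pin compounds or unlabeled HOX-A9 DNA control → 5 min ambient → add FLSN-HOX-A9 solution (50 nM) → spin → 30 min ambient → fluorescence polarization. Tris pH 7.5/NaCl/DTT/BSA buffer.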
# TRPV1 ag: HTS Assay for Compounds that Act as Agonists of the Vanilloid Receptor 1. 320,000 tested, 0.19% active. activation, % at 8.33 µM. Transient receptor potential cation channel subfamily V member 1 (Homo sapiens), Q8NER1. TRPV1-expressing cells, Fluo-8 calcium influx, agonist mode; in the data active means activation above about 80%; inconclusive means between about 30% and that limit; further: 0% is about no effect
# Target sequence (Q8NER1 whole entry, looked up): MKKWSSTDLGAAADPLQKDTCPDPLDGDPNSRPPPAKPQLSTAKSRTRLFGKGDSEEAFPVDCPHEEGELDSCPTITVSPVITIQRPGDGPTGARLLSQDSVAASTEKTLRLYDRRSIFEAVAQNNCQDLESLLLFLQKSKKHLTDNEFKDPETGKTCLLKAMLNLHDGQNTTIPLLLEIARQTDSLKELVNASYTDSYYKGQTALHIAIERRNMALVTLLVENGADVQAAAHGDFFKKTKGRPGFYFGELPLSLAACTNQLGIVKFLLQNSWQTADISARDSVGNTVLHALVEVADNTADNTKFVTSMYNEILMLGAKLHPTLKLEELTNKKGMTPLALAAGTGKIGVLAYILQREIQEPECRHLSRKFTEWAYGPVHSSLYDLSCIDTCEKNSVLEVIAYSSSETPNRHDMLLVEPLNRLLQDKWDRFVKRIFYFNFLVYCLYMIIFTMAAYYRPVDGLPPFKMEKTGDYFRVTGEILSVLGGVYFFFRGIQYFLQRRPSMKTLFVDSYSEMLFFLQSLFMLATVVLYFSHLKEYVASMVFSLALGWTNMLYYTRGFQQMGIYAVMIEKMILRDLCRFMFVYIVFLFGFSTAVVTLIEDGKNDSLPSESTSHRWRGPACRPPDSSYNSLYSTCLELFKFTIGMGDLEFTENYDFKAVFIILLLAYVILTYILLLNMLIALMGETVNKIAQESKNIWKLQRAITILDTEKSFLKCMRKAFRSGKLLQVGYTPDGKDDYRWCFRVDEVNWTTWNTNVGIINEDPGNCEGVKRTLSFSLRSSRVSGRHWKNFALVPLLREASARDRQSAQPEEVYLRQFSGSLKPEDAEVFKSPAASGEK
#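 Cells expressing TRPV1 were dye-loaded with Fluo-8 and read kinetically: 10 s baseline, 3 min after compound (agonist portion), then 2 min after EC20 capsaicin (allosteric enhancer portion). Calcium-bound dye fluorescence at 480/520 nm.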
# AT treatment: qHTS Assay for Identifying a Potential Treatment of Ataxia-Telangiectasia; […] A-T fibroblasts, KAP-1 phosphorylation AlphaLISA; neocarzinostatin DNA damage 30 min before lysis; Potency, µM (doses to about 57.5 µM), for the others: at the highest dose activation, usual class: activators; 320,000 tested, 0.19% active; further: potency means the concentration at half of the fitted maximal effect; % of control where 0% means no effect; nearly all actives have a fitted effect of over 45% in size
#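 hTERT-immortalized A-T patient fibroblasts ([…]), 500 cells/well in OPTI-MEM, 1% FBS, got compounds for 60 min, then NCS for 30 min at 37C. Lysates were then assayed for phospho-KAP-1 by AlphaLISA (anti-pKAP1 donor, anti-KAP1 acceptor beads), 6 hr at 25C.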
# An asterisk follows results filed as active; ? = inconclusive; · = not tested or not shown; [ ] = dose if it differs, or a comment. Unless noted, the call rests on the fitted dose curve; in most records, active means well fitted curve in the direction sought with a large enough effect; inconclusive means small, poorly fitted or top-dose-only effect, or another doubt; inactive means no such curve, though single readings can be large; an effect the other way counts as inactive or inconclusive.
SMILES,TSG101-PTAP inh,BRCA1 expr up,ELG1 DNA repair,a7 integrin act,p53 reactivation,B2AR arrestin,TCR activator,MLL CXXC-DNA inh,TRPV1 ag,AT treatment
CCOC(=O)C1CCCN(Cc2c(F)cccc2Cl)C1 (stereo unspecified),-3%,3%,-3%,2%,-3%,-0.3%,-2%,2%,3,5%
CCOc1ccc2nc(N3CCCCCC3)sc2c1,2%,?,?,-21%[7.66 µM],?,0.0%,·,-5%,10,-1%
Cc1cc(Br)ccc1NC(=O)CN(C)C(=O)c1cc(S(=O)(=O)N(C)C)ccc1N1CCCC1,-6%,-18%,-12%,-13%,-2%,-0.6%,-5%,10%,2,15%
COc1ccc(NC(=O)Cn2nnc(C(=O)NCc3cccs3)c2N)c(OC)c1,-10%,-2%,?,-5%,-3%,0.4%,-5%,6%,15,3%
C/C(=C\C(=O)OCC(=O)NCc1ccccc1)C(=O)OCC(=O)NCc1ccccc1,-2%,-3%,?,-28%,5%,-0.4%,-5%[46.1 µM],-6%,-5,-1%
O=C(c1cccs1)N1CCN(c2ncc(Br)cn2)CC1,-5%,43%,1%,4%,-5%,-0.1%,-3%,4%,26,-2%
CCOC(=O)C1CCCN(C(=O)c2cn(-c3ccccc3)nc2-c2cccnc2)C1 (stereo unspecified),2%,-17%,-1%,17%,-3%,-2.7%,12%,·,25,9%
COc1cccc(CNC(=O)CCC2CCCN(C(=O)c3csc(C(C)C)n3)C2)c1 (stereo unspecified),-5%,6%,?,3%,0%,-0.2%,-10%,0%,?,2%
Cc1ccc(CS(=O)(=O)c2nsc(C)c2C#N)cc1,-5%,-3%,6%,21%,-5%,0.3%,2%,0%,10,0%
O=C(O)C1CC=CCC1C(=O)Nc1cccnc1 (stereo unspecified),1%,0%,?,-3%,-3%,-0.3%,-11%,13%,7,0%
Cc1ccc(S(=O)(=O)N(C)CC(=O)OCC(=O)NCCc2ccc(S(N)(=O)=O)cc2)cc1,-3%,-10%,2%,-6%,7%,-0.4%,-7%,·,·,8%
COc1ccc(-c2cc(C(F)(F)F)n3nc(C(=O)Nc4cc(C)on4)cc3n2)cc1OC,-7%,4%,3.7µM*,6%,-10%,-0.2%,0%,8%,0,1%

# Retrieved one by one from the entries so far:
SMILES,TSG101-PTAP inh,BRCA1 expr up,ELG1 DNA repair,a7 integrin act,p53 reactivation,B2AR arrestin,TCR activator,MLL CXXC-DNA inh,TRPV1 ag,AT treatment
CCOC(=O)C1CCCN(Cc2c(F)cccc2Cl)C1 (stereo unspecified),-3%,3%,-3%,2%,-3%,-0.3%,-2%,2%,3,5%
Cc1ccc(S(=O)(=O)N(C)CC(=O)OCC(=O)NCCc2ccc(S(N)(=O)=O)cc2)cc1,-3%,-10%,2%,-6%,7%,-0.4%,-7%,·,·,8%
CCOC(=O)C1CCCN(C(=O)c2cn(-c3ccccc3)nc2-c2cccnc2)C1 (stereo unspecified),2%,-17%,-1%,17%,-3%,-2.7%,12%,·,25,9%

# (more compounds)
SMILES,TSG101-PTAP inh,BRCA1 expr up,ELG1 DNA repair,a7 integrin act,p53 reactivation,B2AR arrestin,TCR activator,MLL CXXC-DNA inh,TRPV1 ag,AT treatment
Cn1c(C(=O)NCc2cccnc2)cc2sccc21,-4%,-19%,11%,3%,-13%,-0.2%,-4%,-6%,-2,-3%
Cc1ccc(CNS(=O)(=O)c2ccc([N+](=O)[O-])cc2)cc1,-2%,0%,-13%,18%,·,1.0%,-1%,-1%,0,27%
Cc1ccc(/C=N/NC(=O)Cc2ccc(Cl)cc2)s1,-4%,22%,13%,-23%,-19%,0.2%,3%,-4%,?,4%
COc1ccc2c(c1OC)C(=O)c1ccccc1C2=O,·,·,?,·,16%,3.6%,·,0%,-3,-1%
N/C(=N\OC(=O)c1ccc(Cl)cc1)c1[nH]ncc1Br,-1%,38%,?,?,?,-0.4%,2%,2%,-5,0%
CC(OC(=O)c1ccc(-n2cnnn2)cc1)C(=O)NCc1ccccc1 (stereo unspecified),0%,-9%,1%,35%,1%,0.2%,0%,·,2,9%
O=C(COc1cccc(NC(=O)c2cccc([N+](=O)[O-])c2)c1)c1ccc(F)cc1,-4%,-60%,?,19%,14%,-0.5%,-1%[46.1 µM],0%,1,-3%
CCOC(=O)N1CCN(C(=O)c2ccc(OC(C)=O)cc2)CC1,-1%,5%,14%,6%,0%,0.1%,3%,36%[activator],5,4%
O=C(NNS(=O)(=O)c1ccc(F)cc1)c1ccc([N+](=O)[O-])cc1Cl,2%,28%,-2%,5%,·,-1.1%,-10%,4%,-4,-3%
O=C(O)COc1ccccc1/C=N/NC(=O)c1cc(-c2ccc(Cl)cc2)nc2ccccc12,-2%,-44%,9%,23%,-3%,-0.2%,-4%,-25%,-2,-3%
CC(=O)N1CCC2(CC1)CC(=O)c1cc(Cl)ccc1O2,0%,1%,·,5%,·,·,3%,·,·,·
N#C/C(=C/c1ccc(F)cc1)c1nnc(NC(=O)c2ccccc2)s1,0%,-2%,6%,-1%,0%,-1.1%,-6%,2%,1,-11%

# Molecules above containing a thiophene ring, fused or not:
SMILES,TSG101-PTAP inh,BRCA1 expr up,ELG1 DNA repair,a7 integrin act,p53 reactivation,B2AR arrestin,TCR activator,MLL CXXC-DNA inh,TRPV1 ag,AT treatment
COc1ccc(NC(=O)Cn2nnc(C(=O)NCc3cccs3)c2N)c(OC)c1,-10%,-2%,?,-5%,-3%,0.4%,-5%,6%,15,3%
O=C(c1cccs1)N1CCN(c2ncc(Br)cn2)CC1,-5%,43%,1%,4%,-5%,-0.1%,-3%,4%,26,-2%
Cn1c(C(=O)NCc2cccnc2)cc2sccc21,-4%,-19%,11%,3%,-13%,-0.2%,-4%,-6%,-2,-3%
Cc1ccc(/C=N/NC(=O)Cc2ccc(Cl)cc2)s1,-4%,22%,13%,-23%,-19%,0.2%,3%,-4%,?,4%

# (listing goes on)
SMILES,TSG101-PTAP inh,BRCA1 expr up,ELG1 DNA repair,a7 integrin act,p53 reactivation,B2AR arrestin,TCR activator,MLL CXXC-DNA inh,TRPV1 ag,AT treatment
Cc1nc2ccccc2c2nc(NC(=O)C(F)(F)F)nn12,-4%,2%,12%,8%,-1%,0.1%,-9%,-2%,-1,2%[11.5 µM]
CSCCC(NS(=O)(=O)c1ccc(Cl)cc1)C(=O)O (stereo unspecified),-4%,14%,4%,-18%,1%,0.0%,4%,4%,5,3%
Cc1cccc(NC(=S)NC(=O)c2ccco2)n1,-2%,-13%,25%,-2%,2%,-0.8%,1%[46.1 µM],-1%,-3,-7%
COc1cc(C)c(C(=O)Oc2cc(C)c(C(=O)O)c(O)c2C)c(O)c1C,-2%,0%,·,5%,·,·,-3%,·,·,·
CC(NS(=O)(=O)c1ccc(N)cc1)C1CC2CCC1C2 (stereo unspecified),0%,-14%,-11%,3%,-9%,-0.2%,1%,3%,-1,8%
Cc1c(NC(=O)C2CC(c3cccc(Br)c3)=NO2)c(=O)n(-c2ccccc2)n1C (stereo unspecified),1%,-19%,-16%,26%,-4%,0.0%,-6%,24%,1,2%
O=C(NNC(=O)c1ccc([N+](=O)[O-])cc1)c1ccncc1,-5%,-12%,12%,-7%,-1%,-0.5%,-4%[46.1 µM],-16%,-1,-3%
Cc1nc(S(=O)(=O)Cc2ccccc2)nc2c1CCC2,-2%,17%,?,25%,-9%,-0.3%,-2%,3%,-2,4%
COc1cc2cc(CCOC(=O)c3ccc(F)cc3)oc(=O)c2cc1OC,2%,2%,?,12%,-8%,-0.9%,12%,·,3,10%
NC(=O)N=Nc1c(O)[nH]c2ccc([N+](=O)[O-])cc12,-4%,-7%,6%,-19%,3%,-0.6%,4%,12%,-5,2%
CCc1n[nH]c(=S)n1/N=C/c1c(C)nn(-c2ccccc2)c1Cl,-1%,-10%,-15%,0%,-4%,-0.2%,-13%,3%,5,2%
COC(=O)c1cc(CNC(=O)CCCSc2ccccc2)ccc1OC,-2%,-8%,2%,-23%,7%,-0.9%,1%,13%,-2,14%
